High-throughput results as filed in PubChem.
TCR act: Activators of T cell receptors: qHTS campaign | primary human leukocytes, anti-CD3, IL-2 HTRF, 48 h | Potency, µM (top dose mostly 9.22 µM), without a hit: at the top dose activation of IL-2 secretion, actives largely listed as activators | 330,000 tested, under 10 active; further: % of control where 0% means no effect
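Using a-CD3 beads without co-stimulation, primary human leukocytes were exposed to compounds for 48 hr. An HTRF IL-2 kit measured the cytokine, with europium-to-d2 energy transfer producing emission at 665nm upon 320nm excitation.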
TRPV1 ag: HTS Assay for Compounds that Act as Agonists of the Vanilloid Receptor 1; TRPV1-expressing cells, Fluo-8 calcium influx, agonist mode; activation, % at 8.33 µM; actives 0.19% (n = 320,000); AID 540275, 2011; in the data active means activation above about 80%; inconclusive means between about 30% and that limit; further: 0% is about no effect
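Fluo-8 calcium influx in TRPV1-expressing cells, kinetic read (ex 480/em 520 nm). Compound added and read 3 min for agonist activity, followed by capsaicin at EC20 final and 2 min further read for enhancement.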
MLL CXXC-DNA inh: qHTS Fluorescence Polarization Assay for Inhibitors of MLL CXXC domain - DNA interaction | MLL-CXXC / FITC-HOXA9 DNA fluorescence polarization | actives 0.037% (n = 290,000) | Potency, µM (series often up to 115 µM), without a hit: at the top dose activity change, negative = inhibition, hits mostly inhibitors; active means well fitted inhibition curve with a large enough effect in the polarisation, with a control signal flat, not every such curve was filed as active; inconclusive means small, poorly fitted or top-dose-only effect, or effect the other way, or a change in a side signal; inactive means no such curve, though single readings can be large or run the other way; the % refers to the polarisation; further: potency means the concentration at half of the fitted maximal effect
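Steps: dispense CXXC domain solution (7 uM) → pin compounds or unlabeled HOX-A9 DNA control → 5 min ambient → add FLSN-HOX-A9 solution (50 nM) → spin → 30 min ambient → fluorescence polarization. Tris pH 7.5/NaCl/DTT/BSA buffer.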
B2AR arrestin: qHTS assay of beta-arrestin-biased ligands of beta2-adrenergic receptor; Beta-2 adrenergic receptor (Homo sapiens), P07550; beta-arrestin recruitment to beta2AR, cell-based reporter; Potency, µM (titrated, usually from 46.1 µM), for inactives: at the highest dose activation, most hits filed as activators; actives 0.02% (n = 330,000);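 further: potency means the concentration at half of the fitted maximal effect; 0% = DMSO controls and full agonism = EC100 isoproterenol or metaproterenol; nearly all actives have a fitted effect of over 65% in size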
Target sequence (P07550 whole entry, looked up): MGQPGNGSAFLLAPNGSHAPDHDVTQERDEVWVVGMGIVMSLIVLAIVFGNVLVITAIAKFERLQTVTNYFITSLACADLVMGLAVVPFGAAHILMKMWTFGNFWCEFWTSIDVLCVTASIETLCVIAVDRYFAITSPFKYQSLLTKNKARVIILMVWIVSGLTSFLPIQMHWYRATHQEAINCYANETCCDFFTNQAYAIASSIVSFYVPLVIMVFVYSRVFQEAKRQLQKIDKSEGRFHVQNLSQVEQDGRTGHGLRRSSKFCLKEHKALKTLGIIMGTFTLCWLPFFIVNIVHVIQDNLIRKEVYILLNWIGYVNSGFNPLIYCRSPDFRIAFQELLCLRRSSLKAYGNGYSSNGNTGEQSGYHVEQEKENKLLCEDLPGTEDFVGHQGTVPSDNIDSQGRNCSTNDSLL
p53 reactivation: qHTS assay for re-activators of p53 using a Luc reporter. Potency, µM (titrated, usually from 92.2 µM), for inactives: at the top dose activity change, positive = activation, hits mostly activators. H1299 p53-A138V BP100-luciferase reporter, luminescence, 24 h. AID 504706, 2011. actives 0.063% (n = 320,000); further: potency means the concentration at half of the fitted maximal effect; % of control where 0% means no effect; nearly all actives have a fitted effect of over 45% in size
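p53-null H1299 cells stably carrying temperature-sensitive p53-A138V and a BP100-luciferase reporter were pinned with compounds (4-point, 1:5 series) and held 24 hrs at 37 deg C. Luminescence was read 10 min after detection reagent.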
BRCA1 expr act: qHTS Assay to Identify Small Molecule Activators of BRCA1 Expression; actives 1.1% (n = 380,000); AID 624202, 2012; Potency, µM (highest dose often 46.1 µM), without a hit: at the top dose activation, most hits filed as activators; MCF7-BRCA1-FFLuc reporter, luminescence, 48 h; response scale: scaled: vehicle 0%, 10 µM genistein 100%; further: potency means the concentration at half of the fitted maximal effect; nearly all actives have a fitted effect of over 80% in size; some results filed as inactive show a strong effect at the top dose
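Quantitative HTS in MCF7 cells stably reporting BRCA1 expression via firefly luciferase. Compound treatment lasts 48 h at 37 °C in phenol-red free MEM. Activation is expressed relative to genistein at 10 microM and DMSO.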
TSG101-PTAP inh: qHTS Assay for Iinhibitors of HIV-1 Budding by Blocking the Interaction of PTAP/TSG101 | Tumor susceptibility gene 101 protein (Homo sapiens), Q99816 | Fluorescence polarization, FITC-PTAP peptide / Tsg101 binding | Potency, µM (series often up to 115 µM), for inactives: at the highest dose activity change, negative = inhibition, usual class: inhibitors | 340,000 tested, under 10 active; active means well fitted inhibition curve with a large enough effect in the main read-out, with a control signal flat, not every such curve was filed as active; inconclusive means small, poorly fitted or top-dose-only effect, or effect the other way, or a change in a side signal; inactive means no such curve, though single readings can be large or run the other way; further: potency means the concentration at half of the fitted maximal effect; % of control where 0% means no effect
Target sequence (Q99816 whole entry, looked up): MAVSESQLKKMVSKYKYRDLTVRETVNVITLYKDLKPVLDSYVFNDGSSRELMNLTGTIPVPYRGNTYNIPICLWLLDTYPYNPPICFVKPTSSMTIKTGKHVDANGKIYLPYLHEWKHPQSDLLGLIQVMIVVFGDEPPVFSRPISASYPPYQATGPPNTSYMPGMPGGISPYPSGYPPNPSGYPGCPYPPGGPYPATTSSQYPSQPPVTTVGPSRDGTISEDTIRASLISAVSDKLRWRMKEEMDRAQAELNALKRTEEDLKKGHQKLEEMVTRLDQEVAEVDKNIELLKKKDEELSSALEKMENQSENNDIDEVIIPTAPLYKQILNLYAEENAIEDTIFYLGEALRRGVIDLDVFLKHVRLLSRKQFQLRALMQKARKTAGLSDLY
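Steps: Tsg101 binding domain dispensed (10 uM final), compounds pinned in DMSO, FITC-labeled PTAP-motif peptide added (50 nM final); after 20 min binding at room temperature, polarization measured.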
ELG1 DNA repair: qHTS screen for small molecules that inhibit ELG1-dependent DNA repair in human embryonic kidney (HEK293T) cells expressing luciferase-tagged ELG1. HEK293T ELG1-luciferase reporter, luminescence, 16 h; DNA damage induced by 5-fluorouridine. Potency, µM (top dose mostly 46.1 µM), for inactives: at the highest dose activity change, negative = inhibition, most hits filed as inhibitors. actives 2.3% (n = 330,000); further: potency means the concentration at half of the fitted maximal effect; on the % scale 0 is the no-effect control and ±100 the full control effect; nearly all actives have a fitted effect of over 55% in size
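Quantitative HTS, concentration-response format. 2,000 cells/well co-treated with 5-fluorouridine and compound, 16 hr in 5% CO2 at 37 °C; ONE-Glo luminescence read after 30 min.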
A-T KAP1 phos: qHTS Assay for Identifying a Potential Treatment of Ataxia-Telangiectasia | […] A-T fibroblasts, KAP-1 phosphorylation AlphaLISA; neocarzinostatin DNA damage 30 min before lysis | Potency, µM (highest dose often 57.5 µM), for the others: top-dose activation, hits mostly activators | actives 0.19% (n = 320,000); further: potency means the concentration at half of the fitted maximal effect; % of control where 0% means no effect; nearly all actives have a fitted effect of over 45% in size
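hTERT-immortalized A-T patient fibroblasts ([…]), 500 cells/well in OPTI-MEM, 1% FBS, got compounds for 60 min, then NCS for 30 min at 37C. Lysates were then assayed for phospho-KAP-1 by AlphaLISA (anti-pKAP1 donor, anti-KAP1 acceptor beads), 6 hr at 25C.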
Integrin act MD: qHTS for Activators of Integrin-Mediated Alleviation for Muscular Dystrophy; actives 0.064% (n = 350,000); Potency, µM (top dose mostly 38.3 µM), inactives show at the top dose activation, hits mostly activators; alpha7betagal myoblasts, beta-gal FDG fluorescence, 48 h;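 further: potency means the concentration at half of the fitted maximal effect; 100% = response of the positive control SU9516; nearly all actives have a fitted effect of over 60% in size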
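alpha7betagal+/- myoblasts (passage 13, 250/well) treated 48 h at 37C with compounds at 1:260 dilution of DMSO stock. Lysed, then beta-galactosidase activity read as FDG fluorescence (ex 480/em 540) after 30 min, with pre-read for autofluorescence.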
An asterisk follows results filed as active; u = inconclusive; x = no result given; [ ] = dose if it differs, or a comment. Unless noted, the call rests on the fitted dose curve; in most records, active means well fitted curve in the direction sought with a large enough effect; inconclusive means small, poorly fitted or top-dose-only effect, or another doubt; inactive means no such curve, though single readings can be large; an effect the other way counts as inactive or inconclusive. An unsorted share of the library, and some 3.8% of all compounds hit somewhere here.

entry	molecule	p53 reactivation	A-T KAP1 phos	BRCA1 expr act	MLL CXXC-DNA inh	ELG1 DNA repair
1	Cc1cccc(N2CC(C(=O)Nc3ccc(N4CCOCC4)cc3)CC2=O)c1C (stereo not given)	3%	-6%	-6%	x	0%
2	Cn1c(=N)n(CC(=O)O)c2ccccc21	-2%	-2%	27%	19%	5%
3	O=C(NCCOc1ccccc1)C(c1ccccc1)c1ccccc1	20%	10%	-5%	2%	-13%
4	C/C(=N\NS(=O)(=O)c1ccccc1)c1cccc(NC(=O)c2cccc(Cl)c2)c1	-3%	-5%	17%	-5%	-12%
5	S=C(Nc1ccc(Oc2ccc(NC(=S)NC3CCCCC3)cc2)cc1)NC1CCCCC1	16%	x	-23%	2%	1%
6	CC(C)(C)NC(=O)NCc1cccnc1	-1%	-5%	-4%	-26%	29%
7	O=C(COC(=O)c1ccccc1N1C(=O)C2C3CCC(C3)C2C1=O)c1ccccc1 (stereo not given)	1%	5%	-2%	3%	0%
8	COCCNC(=O)CN1C(=O)NC2(CCOc3ccccc32)C1=O (stereo not given)	9%	8%	-27%	54%[activator]	4%
9	Cc1ccc(C)c(C(=O)CCC(=O)O)c1	11%	-3%	0%	-4%	-6%
10	O=C(NCC(=O)N1CCN(Cc2c(F)cccc2Cl)CC1)c1cccc(Cl)c1	-3%	-1%	-29%	x	-16%
11	O=C(C[C@H]1C[C@H](C(=O)N2CCOCC2)[C@@]2(CCC3CCCC3)c3[nH]c4ccc(Cl)cc4c3CCN2C1=O)NCc1ccco1	-4%	2%	4%	x	u
12	CC(OC(=O)CCCSc1nc2ccccc2s1)C(=O)NC(N)=O (stereo not given)	-2%	-4%	-35%	3%	5%

entry	TRPV1 ag	TSG101-PTAP inh	TCR act	Integrin act MD	B2AR arrestin
1	x	-4%	-3%[46.1 µM]	-27%	0.0%
2	8	-6%	4%	15%	0.4%
3	28	-1%	-4%	4%	0.2%
4	13	-1%	-4%[46.1 µM]	-4%	0.7%
5	u	-4%	1%[46.1 µM]	6%	0.9%
6	-1	-5%	-1%	u	-0.3%
7	0	-5%	0%[46.1 µM]	-15%	-0.5%
8	1	0%	-17%	-8%	-0.6%
9	-10	-5%	-7%	-7%	-0.9%
10	0	3%	-8%	-28%	0.2%
11	x	2%	2%[46.1 µM]	9%	-1.6%
12	13	-4%	5%	40%	-0.1%

Whole records from above. Order of values: p53 reactivation	A-T KAP1 phos	BRCA1 expr act	MLL CXXC-DNA inh	ELG1 DNA repair	TRPV1 ag	TSG101-PTAP inh	TCR act	Integrin act MD	B2AR arrestin
O=C(COC(=O)c1ccccc1N1C(=O)C2C3CCC(C3)C2C1=O)c1ccccc1 (stereo not given) is listed with 1%	5%	-2%	3%	0%	0	-5%	0%[46.1 µM]	-15%	-0.5%
Cn1c(=N)n(CC(=O)O)c2ccccc21 is listed with -2%	-2%	27%	19%	5%	8	-6%	4%	15%	0.4%

The list continues.
entry	molecule	p53 reactivation	A-T KAP1 phos	BRCA1 expr act	MLL CXXC-DNA inh	ELG1 DNA repair
13	O=S(=O)(O)c1nc2ccccc2n1Cc1cccc2ccccc12	3%	50%	x	-6%	0%
14	CCC(C)(C)C1CCC2(CC1)NC(=O)N(CC(=O)NCCc1ccc(OC)c(OC)c1)C2=O (stereo not given)	-7%	1%	-34%	x	u
15	CNC(CC(=O)c1ccc([N+](=O)[O-])cc1)C(Cl)(Cl)Cl (stereo not given)	-33%[inhibitor]	-5%	-74%	u	2%
16	COc1cccc(C(=O)NC(=S)Nc2ccc(N(C)C)cc2)c1	u	-10%	104%	-2%	u
17	CCc1cccc(OCC(=O)Nc2ccc(S(=O)(=O)Nc3onc(C)c3C)cc2)c1	2%	3%	-18%	-4%	6%
18	Cc1ccccc1NC(=O)c1ccc2c(c1)N(C)CCS2	x	12%	u	x	u
19	CCc1ccc(NC2=CC(=O)CC(c3ccco3)C2)cc1 (stereo not given)	28%	7%	-17%	-8%	18%
20	COc1ccc(CNc2oc(COc3ccccc3)nc2C#N)cc1	6%	5%	48%	-5%	u
21	COc1ccc(-n2nc([N+](=O)[O-])c(=NCCC3=CCCCC3)n2O)cc1	28%	-1%	66%	1%	u
22	O=S(c1ccc2ccccc2c1)c1cnns1 (stereo not given)	-10%	-11%	-102%[inhibitor]	-8%	2%
23	NS(=O)(=O)c1ccc(CCNC(=O)CSCC(=O)Nc2ccc(Cl)cc2)cc1	-3%	-6%	-2%	x	-14%
24	O=C(NN=C1CCCC1)c1[nH]c2ccc(Br)cc2c1-c1ccccc1	18%	-11%	-93%[inhibitor]	0%	u

entry	TRPV1 ag	TSG101-PTAP inh	TCR act	Integrin act MD	B2AR arrestin
13	5	x	x	x	-0.2%
14	8	-6%	-6%	15%	1.0%
15	4	0%	-5%[46.1 µM]	u	0.0%
16	-2	0%	-5%[46.1 µM]	-10%	-0.5%
17	1	-2%	2%	-7%	0.1%
18	13	-3%	5%	-9%	2.4%
19	u	-2%	2%	-10%	-0.3%
20	u	-2%	5%	u	-0.2%
21	6	-2%	x	-10%	0.3%
22	-2	-6%	-2%	-59%[inhibitor]	-1.8%
23	0	-4%	-9%	-33%	-0.8%
24	10	0%	2%	-30%	0.1%

Following part:
entry	molecule	p53 reactivation	A-T KAP1 phos	BRCA1 expr act	MLL CXXC-DNA inh	ELG1 DNA repair
25	COc1ccc(NC(=O)CNC(=O)C2CCCCC2)cc1	5%	8%	35%	-5%	u
26	N#Cc1ccccc1/C=N/Nc1nc(-c2ccccc2)c2cc(Br)ccc2n1	-3%	-3%	-34%	-6%	u
27	CCCn1c(N)c(C(=O)CSc2nnc(-c3c[nH]c4ccccc34)n2C2CC2)c(=O)[nH]c1=O	-3%	13%	-22%	x	u
28	O=C1CCCC(O)=C1N=Nc1c(Cl)cc(C(F)(F)F)cc1Cl	15%	5%	5%	1%	u
29	Cc1ccccc1OCc1nnc(SCC(=O)Nc2ccc(N3CCOCC3)cc2)n1C	3%	3%	13%	18%	u
30	O=C(NCc1ccco1)c1ccc(S(=O)(=O)N2CCCc3ccccc32)cc1	10%	x	-48%	-5%	u
31	C=CCC[C@@H](Cc1ccc(F)cc1)C(=O)OC[C@H](Cc1c[nH]c2ccccc12)NC(=O)[C@@H](CC=C)CC(=O)N[C@@H](CO)Cc1ccccc1	5%	7%	-36%	x	-20%
32	CCOC(=O)c1c(C)[nH]c(C(=O)COC(=O)c2ccc(F)c(S(=O)(=O)N3CCOCC3)c2)c1C	-3%	-6%	11%	26%	16%
33	O=C(/C=C/c1ccco1)NC(=S)Nc1ccccc1Br	9%	2%	57%	-5%	-10%
34	COc1cc(C(=O)CCN2CCC(c3ccccc3)C2)cc(OC)c1OC (stereo not given)	-22%	0%	-30%	-2%	11%
35	Cc1ccc([N+](=O)[O-])cc1NC(=O)Nc1cccc(F)c1	2%	-7%	-62%	7%	16µM*
36	CCN1CCN(c2ncc(C(=O)Nc3cc(Cl)c(OC)cc3OC)c3ccccc23)CC1	2%	1%	-30%	15%	u
37	COCCNC(=O)c1ccccc1NC(=O)c1ccccc1SC	-4%	0%	-11%	-1%	4%

entry	TRPV1 ag	TSG101-PTAP inh	TCR act	Integrin act MD	B2AR arrestin
25	-10	-1%	4%	8%	-0.2%
26	-5	-2%	1%	7%	-0.1%
27	x	0%	-6%[46.1 µM]	-10%	0.1%
28	1	-1%	4%	-38%	0.4%
29	6	-2%	-1%	16%	0.1%
30	u	-2%	-2%	-7%	0.4%
31	x	-3%	9%	-19%	-0.5%
32	4	-9%	3%	-25%	-0.4%
33	-1	-6%	-2%	-28%	7.8%
34	2	-2%	4%[46.1 µM]	-62%[inhibitor]	-1.3%
35	7	2%	0%	3%	0.0%
36	-1	-1%	-2%[46.1 µM]	-2%	-0.4%
37	14	-1%	-8%	7%	-0.3%
